From PubChem
EPAC2 ag – EPAC2 (human) agonism. EPAC2 activation, biochemical qHTS; response scale: 100% = 6.5 mM cAMP response. Potency, µM (series often up to 154 µM), for inactives: at the top dose activation, hits mostly activators. 360,000 compounds, 0.079% hits. AID 720711; note: potency is the fitted concentration of half-maximal effect; nearly all actives have a fitted effect of over 50% in size
Target sequence (Q8WZA2 whole entry, looked up): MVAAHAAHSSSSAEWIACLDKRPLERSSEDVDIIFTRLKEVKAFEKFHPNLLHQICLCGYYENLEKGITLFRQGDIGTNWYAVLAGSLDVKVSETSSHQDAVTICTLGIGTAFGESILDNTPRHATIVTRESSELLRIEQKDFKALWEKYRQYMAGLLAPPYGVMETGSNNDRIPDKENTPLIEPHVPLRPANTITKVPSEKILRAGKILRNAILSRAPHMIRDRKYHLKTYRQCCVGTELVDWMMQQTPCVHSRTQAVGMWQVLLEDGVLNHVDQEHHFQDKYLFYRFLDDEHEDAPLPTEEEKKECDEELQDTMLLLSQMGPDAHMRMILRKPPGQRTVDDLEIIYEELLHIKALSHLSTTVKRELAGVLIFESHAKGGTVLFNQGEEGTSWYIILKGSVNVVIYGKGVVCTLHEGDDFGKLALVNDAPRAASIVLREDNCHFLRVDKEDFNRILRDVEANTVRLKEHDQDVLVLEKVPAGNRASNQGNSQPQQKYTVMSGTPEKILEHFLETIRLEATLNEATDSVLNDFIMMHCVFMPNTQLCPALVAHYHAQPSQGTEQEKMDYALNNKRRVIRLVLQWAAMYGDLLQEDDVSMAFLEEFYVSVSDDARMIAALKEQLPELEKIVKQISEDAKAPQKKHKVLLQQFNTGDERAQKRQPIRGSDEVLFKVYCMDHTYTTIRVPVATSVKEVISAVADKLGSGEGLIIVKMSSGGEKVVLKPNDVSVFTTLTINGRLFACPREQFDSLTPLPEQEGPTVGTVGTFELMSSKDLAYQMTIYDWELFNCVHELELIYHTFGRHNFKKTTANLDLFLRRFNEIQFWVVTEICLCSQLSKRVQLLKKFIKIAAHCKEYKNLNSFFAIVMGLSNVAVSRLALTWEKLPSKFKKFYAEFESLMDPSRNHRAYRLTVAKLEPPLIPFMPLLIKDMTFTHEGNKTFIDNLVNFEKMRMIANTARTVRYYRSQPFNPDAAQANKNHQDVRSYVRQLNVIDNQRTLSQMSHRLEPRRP
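EPAC2 (100 nM) mixed with Rap1B loaded with BODIPY-GDP (250 nM) plus 50 uM unlabeled GDP; compounds pinned in, 5 min RT, then read every 5 min for 30 min (ex 480, em 540 nm). Normalized to cAMP control.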
HepG2 viability – kills HepG2 cells in TGF-b inhibitor counter-screen. HepG2 CAGA-GFP viability, ATP luminescence, 18 h. Potency, µM (titrated, usually from 46.1 µM), for the others: at the top dose activity change, negative = cytotoxicity, actives largely listed as cytotoxic. 410,000 compounds, 0.76% hits. AID 588856; note: potency is the fitted concentration of half-maximal effect; some results filed as inactive show a strong effect at the top dose
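CellTiter-Glo luminescence gave cytotoxicity after 18 hours at 37 degrees C. The cells were HepG2 CAGA-GFP in 1% FBS DMEM, stimulated with 500 pg/mL TGF-beta after compound addition. %Activity was normalised to no-cell wells (complete cell-killing) and DMSO (no toxicity), and curves were fitted and classified.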
IL2 activator – IL-2 activation; IL-2 activation reporter assay, cell-based qHTS; stimulated with anti-CD3/CD4/CD28 beads; in transgenic mouse T cells; activation, % (series mostly up to about 46 µM); 360,000 compounds, 0.065% hits; AID 652025; in the data active = activation above about 50%; inconclusive = mostly about 30% to 49%; note: 0% is about no effect
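Readout: EGFP and DsRed signals by fluorescent plate cytometry. Unstimulated transgenic mouse T cells received compound 60 min before antibody-bead stimulation, then incubated 18 h at 37 degrees C.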
TGFb SMAD3 inh – TGF-b pathway inhibition; HepG2 CAGA-GFP TGF-b/SMAD3 reporter, GFP fluorescence, 18 h; TGF-beta stimulated, 500 pg/mL final; Potency, µM (doses to about 46.1 µM), without a hit: at the top dose activity, negative = inhibition, usual class: inhibitors; 410,000 compounds, 1.2% hits; note: potency is the fitted concentration of half-maximal effect; % is set by controls: 0 for no effect and ±100 for the full control effect; nearly all actives have a fitted effect of over 65% in size
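HEPG2 CAGA-GFP, 1000 cells/well; 2 h settle, 37 C; cpd via pin tool; TGF-b 500 pg/mL final; 18 h, 37 C; GFP imaging ex488/em500-530; %Activity normalised to -TGF-b and +DMSO controls; CRC fit, curve class.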
A549 tox – counter-screen for Nrf2 inhibitors: cytotoxicity in A549 cells; A549 ARE-Fluc cells, CellTiter-Fluor viability, 18-24 h; Potency, µM (series often up to 46 µM), for inactives: top-dose activity change, negative = cytotoxicity, usual class: inhibitors; 390,000 compounds, 0.16% hits; note: potency is the fitted concentration of half-maximal effect; % is set by controls: 0 for no effect and ±100 for the full control effect
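A549 ARE-Fluc cells in 5% FBS OPTI-MEM, 5000 cells/well, rested 2 h then exposed to compounds in concentration-response for 18-24 h at 37 °C. Viability by CellTiter-Fluor fluorescence (Ex 405/Em 525) after 30 min; luciferase luminescence (BugLite, 15 min, RT) read afterwards.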
ATXN viability – cell viability loss in ATXN counter-screen. S2 cells (HEK-293 line with an ATXN2-luciferase reporter) viability, CellTiter-Fluor protease fluorescence, 24 h. Potency, µM (titrated, usually from 56.7 µM), most hits filed as cytotoxic. 400,000 compounds, 0.49% hits. AID 651635; note: potency is the fitted concentration of half-maximal effect; nearly all actives have a fitted effect of over 40% in size
Nrf2 block – inhibitors of Nrf2 signaling; A549 ARE-Fluc reporter, luciferase luminescence, 18-24 h; Potency, µM (top dose mostly 46 µM), inactives show top-dose activity change, negative = inhibition, actives largely listed as inhibitors; 360,000 compounds, 2.1% hits; AID 504444; note: potency is the fitted concentration of half-maximal effect; % is set by controls: 0 for no effect and ±100 for the full control effect; nearly all actives have a fitted effect of over 60% in size
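Quantitative HTS in A549 cells stably bearing an antioxidant response element-firefly luciferase construct. Inhibition of Nrf2-driven transcription was scored by luminescence after 18-24 h of compound exposure at 37 °C.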
ATXN2 expr inh – reduces ATXN2 reporter expression in HEK-293 cells; HEK-293 ATXN2-luciferase reporter, luminescence, 24 h; Potency, µM (highest dose often 57 µM), inactives show at the highest dose activity change, negative = inhibition, most hits filed as inhibitors; 360,000 compounds, 0.72% hits; note: potency is the fitted concentration of half-maximal effect; % is set by controls: 0 for no effect and ±100 for the full control effect; nearly all actives have a fitted effect of over 55% in size
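ATXN2-luciferase reporter cells (luciferase flanked by upstream and downstream ATXN2 gene portions) were treated 24 h at 37 °C with compounds at up to 57 uM. SteadyGlo luminescence gave expression; GF-AFC fluorescence gave viability.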
Nrf2 ARE act – activates Nrf2 signaling; AREc32 ARE-luciferase reporter (MCF7-derived line), luminescence, 24 h; Potency, µM (highest dose often 46.1 µM), inactives show at the highest dose activation, usual class: activators; 410,000 compounds, 0.31% hits; note: potency is the fitted concentration of half-maximal effect; % of control where 0% means no effect; nearly all actives have a fitted effect of over 65% in size
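AREc32 cells carrying an ARE-driven firefly luciferase reporter were seeded at 1000 cells/well in OPTI-MEM with 5% FBS, then exposed to compound for 24 hr at 37 deg C. Luminescence was read with Steady-Glo after 30 min at RT.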
An asterisk follows results filed as active; i = inactive; ? = inconclusive; · = no result given; [ ] = remark or other dose. Unless noted, calls come from the whole dose curve; as a rule, active = well fitted curve in the direction sought with a large enough effect; inconclusive = small, poorly fitted or top-dose-only effect, or another doubt; inactive = no such curve, though single readings can be large; an effect the other way counts as inactive or inconclusive. Compounds were not picked by outcome; overall some 4.3% were active at least once.

SMILES	EPAC2 ag	HepG2 viability	IL2 activator	TGFb SMAD3 inh	A549 tox	ATXN viability	Nrf2 block	ATXN2 expr inh	Nrf2 ARE act
COC(=O)C1=NNC2(c3ccc(C)cc3)C(=O)N(c3cccc(C)c3C)C(=O)C12 (configuration not stated)	12%	-3%	-3.8	4%	-1%	i	-8%	-5%	0.1%
O=S(=O)(NCCc1csc(-c2ccc(F)cc2)n1)c1ccc(Cl)cc1	·	-24%	·	?	-4%	?	·	16µM*	5.5%
CCCNC(=O)C1(C)CCN(C(=O)c2ccc3c(c2)CCO3)C1 (configuration not stated)	3%	-2%	1.3	-5%	·	i	·	8%	-0.3%[9.22 µM]
CN1CCCC(OC(=O)c2cc(Cl)cc(Cl)c2)C1 (configuration not stated)	8%	10%	-0.7	18%	-3%	·	-6%	-7%	-0.2%
O=C(O)Cn1nnnc1SCC(=O)Nc1ccc(OC(F)(F)F)cc1	3%	-3%	4.2	-18%	-1%	i	9%	-8%	-0.4%
CCN(CC)Cc1cc(NC2=NS(=O)(=O)c3ccccc32)ccc1OC(=O)c1ccccc1	-1%	-2%	-0.1	-21%	-4%	i	7%	-20%	-0.4%
Cc1cc2c(cc1C)C(c1ccccc1Br)CC(=O)N2 (configuration not stated)	-15%	-16%	0.8	-28%	-5%	?	14%	-13%	-0.4%
Cc1[nH]c(N)nc(=S)c1CCCNc1ccccc1	8%	-14%	0.0	-3%	9%	i	-2%	-1%	2.8%
CCNC(=O)CSc1nnc(-c2ccccc2Br)n1-c1cccc(C(F)(F)F)c1	-1%	-12%	-0.3	-14%	-11%	i	-21%	·	-0.7%
CCc1ccccc1NC(=O)Cn1nnc2sc3c(c2c1=O)CCC(C(C)(C)C)C3 (configuration not stated)	·	-5%	·	11%	6%	i	-14%	-12%	-0.4%
Cn1c(SCC(=O)Nc2ncc(C(F)(F)F)cc2Cl)nnc1-c1ccc(Cl)cc1	-11%	2%	-0.4	-4%	0%	i	20%	0%	-0.1%
O=C1C(=O)N(c2ccccc2)C(c2ccccc2[N+](=O)[O-])/C1=C(\O)c1ccccc1 (configuration not stated)	-2%	-3%	0.4	?	-16%	i	2%	41%[activator]	6.8%
CCCn1c(CCl)nc2cc(S(=O)(=O)N3CCOCC3)ccc21	-1%	-1%	0.0	12%	1%	i	1%	1%	-0.6%
C=CCc1cccc(CNc2nc3ccccc3n2C(C)C)c1O	28%	-44%	-3.3	13µM*	-28%	?	?	32µM*	6.2%
COC(=O)C(NC(=O)CN1C(=O)c2ccccc2C1=O)c1ccc(O)c(OC)c1 (configuration not stated)	6%	-24%	-0.6	-1%	-6%	?	-3%	?	-0.9%
Cc1ccc(/C=C/c2nnc(-c3ccc(C)cc3)o2)cc1	5%	0%	-1.4	2%	-1%	i	9%	1%	-0.8%
O=C(/C=C/[C@H]1O[C@@H](n2cnc3c(NC(=O)c4ccccc4)ncnc32)[C@H](O)[C@@H]1O)NCCCc1ccccc1	-1%	-3%	0.7	11%	·	i	·	-6%	-1.0%
CC(C)Cc1nnc(NC(=O)Nc2ccccc2)s1	-3%	-37%	-0.8	12%	1%	i	13%	34%[activator]	5.0%
Cc1ccc(C)c(NC(=S)N2C3CCCC2CC(NC(=O)C2CC2)C3)c1 (configuration not stated)	8%	13%	0.2	17%	0%	i	4%	-17%	-0.1%
COc1ccc(CNc2nc3c(c(=O)[nH]c(=O)n3C)n2CCCc2ccccc2)cc1	-9%	-32%	-0.3	?	8%	i	-7%	-9%	-0.9%
Cc1ccc(-c2nc(-c3cccs3)c(-c3cccs3)[nH]2)cc1	·	-37%	·	0%	1%	·	-9%	·	7.1%
O=C(O)c1ccccc1NS(=O)(=O)c1ccc2ccccc2c1	-7%	24%	-1.3	0%	0%	i	?	74%[activator]	2.8%
Cc1ccc2oc(C(=O)Nc3ccc(S(=O)(=O)N(C)c4ccccc4)cc3)cc(=O)c2c1	·	9%	·	-5%	11%	i	12%	11%	-0.4%
CC(CCc1ccccc1)NC(=O)COC(=O)c1ccc([N+](=O)[O-])cc1 (configuration not stated)	3%	0%	-0.6	-3%	5%	i	-7%	-7%	-0.6%
Cc1cc(C)cc(NC(=S)NCC2CCCO2)c1 (configuration not stated)	-5%	-4%	0.4	-1%	-3%	i	16%	3%	1.3%
CCn1c(=O)c2cc(C(=O)N(C)c3cc(C)ccc3C)sc2c2ccccc21	·	-10%	·	-15%	1%	i	4%	-6%	-0.8%
O=C(N/N=C/c1ccc([N+](=O)[O-])o1)c1cc2c(ccc3ccccc32)o1	4%	-19%	-0.1	-8%	-11%	i	?	-34%	3.5%
Cc1c(CCC(=O)NCc2cccc(Cl)c2)c(=O)oc2c(C)c(O)ccc12	·	-23%	·	-2%	-5%	?	-3%	-10%	0.5%
O=C(CSc1nnc2ccc(-c3ccc(Br)cc3)nn12)NCC1CCCO1 (configuration not stated)	-1%	13%	-2.8	3%	1%	i	-5%	-25%	-0.4%
CNC(=S)N1N=C(c2ccc(C)cc2)CC1c1ccc(OC)cc1 (configuration not stated)	0%	4%	-0.6	16%	-11%	i	-19%	5%	0.0%
CC(=O)Nc1ccc(C(=O)CSc2nnc(-c3ccc(O)cc3)n2CC2CCCO2)cc1 (configuration not stated)	8%	14%	-0.4	-1%	0%	i	10%	3%	0.1%
CCO[C@@H]1OC(C(N)=O)=C[C@H](c2coc3ccccc3c2=O)[C@H]1CCCO	0%	-3%	1.9	11%	5%	i	13%	-2%	9.6%
CCc1ccc(C(=O)COc2ccc(NC(C)=O)cc2)cc1	9%	-31%	0.1	34%[activator]	·	i	-15%	30%	0.4%
CCOc1ccc(NC(=O)NCc2ccc3c(c2)OCO3)cc1	7%	5%	-1.0	-1%	5%	i	5%	-1%	-0.5%
CC(=O)Nc1ccc(NC(=O)CSc2ccc3nnc(CCNS(=O)(=O)c4ccc(C)cc4)n3n2)cc1	1%	-2%	-1.8	-2%	4%	i	1%	-7%	0.3%
CS(=O)(=O)N1CCN(c2nc3ccc(Cl)cc3s2)CC1	12%	1%	-2.1	14%	2%	i	8%	9%	2.7%
Cc1cc(C(=O)N2CCN(c3ccccn3)CC2)c(C)o1	-5%	-62%	-2.0	7%	9%	i	·	8%	-0.6%
C=C(C)CN(CC)C(=O)Cn1cnc2c(oc3ccccc32)c1=O	6%	0%	2.3	18%	-9%	i	-7%	11%	0.6%
COc1ccccc1N(CC(=O)Nc1ccccc1F)S(C)(=O)=O	·	18%	·	5%	-6%	i	-1%	5%	-0.8%
COCC(=O)Nc1cc(OC)cc(OC)c1	-14%	0%	-0.5	-7%	-4%	i	·	-2%	-0.7%

Given with values under each structure: 10 of the compounds above
Every second line gives: EPAC2 ag | HepG2 viability | IL2 activator | TGFb SMAD3 inh | A549 tox | ATXN viability | Nrf2 block | ATXN2 expr inh | Nrf2 ARE act
> Cc1c(CCC(=O)NCc2cccc(Cl)c2)c(=O)oc2c(C)c(O)ccc12
 : · | -23% | · | -2% | -5% | ? | -3% | -10% | 0.5%
> O=C(CSc1nnc2ccc(-c3ccc(Br)cc3)nn12)NCC1CCCO1 (configuration not stated)
 : -1% | 13% | -2.8 | 3% | 1% | i | -5% | -25% | -0.4%
> CNC(=S)N1N=C(c2ccc(C)cc2)CC1c1ccc(OC)cc1 (configuration not stated)
 : 0% | 4% | -0.6 | 16% | -11% | i | -19% | 5% | 0.0%
> CC(=O)Nc1ccc(C(=O)CSc2nnc(-c3ccc(O)cc3)n2CC2CCCO2)cc1 (configuration not stated)
 : 8% | 14% | -0.4 | -1% | 0% | i | 10% | 3% | 0.1%
> CCO[C@@H]1OC(C(N)=O)=C[C@H](c2coc3ccccc3c2=O)[C@H]1CCCO
 : 0% | -3% | 1.9 | 11% | 5% | i | 13% | -2% | 9.6%
> CCc1ccc(C(=O)COc2ccc(NC(C)=O)cc2)cc1
 : 9% | -31% | 0.1 | 34%[activator] | · | i | -15% | 30% | 0.4%
> CCOc1ccc(NC(=O)NCc2ccc3c(c2)OCO3)cc1
 : 7% | 5% | -1.0 | -1% | 5% | i | 5% | -1% | -0.5%
> CC(=O)Nc1ccc(NC(=O)CSc2ccc3nnc(CCNS(=O)(=O)c4ccc(C)cc4)n3n2)cc1
 : 1% | -2% | -1.8 | -2% | 4% | i | 1% | -7% | 0.3%
> CS(=O)(=O)N1CCN(c2nc3ccc(Cl)cc3s2)CC1
 : 12% | 1% | -2.1 | 14% | 2% | i | 8% | 9% | 2.7%
> Cc1cc(C(=O)N2CCN(c3ccccn3)CC2)c(C)o1
 : -5% | -62% | -2.0 | 7% | 9% | i | · | 8% | -0.6%
